# Assay outcomes from PubChem BioAssay.
# RXFP1 antag – antagonists of human relaxin receptor RXFP1 | 0.59% of 350,000 active | activity change, negative = inhibition, % at 57.5 µM | HEK293-RXFP1, relaxin-stimulated cAMP HTRF, 30 min; hits give low values | Q9HBX9;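 active = activity change of -60% or lower, but not beyond a set lower limit; inconclusive = change between -60% and -40%, or beyond the set limit; inactive = change above -40%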
# Target sequence (Q9HBX9 whole entry, looked up): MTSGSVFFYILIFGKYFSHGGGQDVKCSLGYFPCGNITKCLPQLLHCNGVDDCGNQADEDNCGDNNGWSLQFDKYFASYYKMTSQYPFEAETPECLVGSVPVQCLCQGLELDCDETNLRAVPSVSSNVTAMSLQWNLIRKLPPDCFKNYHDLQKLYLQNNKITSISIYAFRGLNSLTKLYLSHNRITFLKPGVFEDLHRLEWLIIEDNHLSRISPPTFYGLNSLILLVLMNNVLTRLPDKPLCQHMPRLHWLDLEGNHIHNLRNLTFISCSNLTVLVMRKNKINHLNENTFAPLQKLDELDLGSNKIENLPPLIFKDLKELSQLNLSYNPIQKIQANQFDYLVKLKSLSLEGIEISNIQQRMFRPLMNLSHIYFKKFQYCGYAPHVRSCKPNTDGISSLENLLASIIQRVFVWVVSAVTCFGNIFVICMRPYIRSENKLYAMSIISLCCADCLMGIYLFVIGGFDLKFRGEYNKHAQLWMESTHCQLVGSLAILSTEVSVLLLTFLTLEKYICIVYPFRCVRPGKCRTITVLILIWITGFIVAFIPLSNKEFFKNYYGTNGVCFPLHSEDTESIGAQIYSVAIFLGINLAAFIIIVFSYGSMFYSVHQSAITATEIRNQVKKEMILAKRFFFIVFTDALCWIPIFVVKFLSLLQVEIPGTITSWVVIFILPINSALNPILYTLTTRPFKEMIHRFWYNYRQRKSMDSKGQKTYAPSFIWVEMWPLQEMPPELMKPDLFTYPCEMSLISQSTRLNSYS
# * hit, by the source's call; ? = inconclusive. % is scaled to controls: 0 for no effect and ±100 for the full control effect.
molecule,RXFP1 antag
O=C(COC(=O)c1ccccc1Cl)NC1CCCCCC1,-12.3
COc1ccc(S(=O)(=O)N2CCOCC2)cc1NC(=O)CSc1nnc2n1CCCCC2,5.3
Cc1ccc(S(=O)(=O)CCC(=O)OCC(=O)Nc2cc(S(=O)(=O)N3CCOCC3)ccc2Cl)cc1,7.6
CCOC(=O)c1[nH]c2ccccc2c1N=CN(C)C,-1.1
CN(CC(=O)Nc1cccc(F)c1)C(=O)COc1ccc2c(c1)CCC2,-7.5
Cc1ccc(OC(=O)CCC(=O)Oc2ccc(C)cc2C)c(C)c1,-24.7
CCCCn1c(CN(Cc2ccccc2)Cc2ccccc2)nc2c1c(=O)n(C)c(=O)n2C,-2.5
CC(C)(C)C(=O)/C=C1\SCC(=O)N1CC(=O)N1CCN(c2ccccc2)CC1,-4.5
CN1CC(=O)N/C1=N/C(=O)Nc1cccc(Cl)c1,8.6
Nc1ncc2[nH]c(N)nc2n1,3.8
N#Cc1c(C#N)c(SSc2c(C#N)c(C#N)c(N)n2-c2ccccc2)n(-c2ccccc2)c1N,-14.5
CC(=O)Nc1ccc(C(=O)CN2C(=O)NC3(CCCCCC3)C2=O)c(F)c1,-6.3
COc1ccc(Br)cc1CN(C)C(=O)C1=CC=CN2CCS(=O)(=O)N=C12,5.0
CC(C)(CNC(=O)c1ccccc1F)CNC(=O)c1ccccc1F,2.5
COc1ccc(NC(C)=O)c([N+](=O)[O-])c1[N+](=O)[O-],5.9
O=C1OC(COCC#Cc2ccccc2)CN1c1ccccc1 (stereo not drawn),12.7
O=S(=O)(Cc1ccccc1)CS(=O)(=O)Cc1ccccc1,-14.5
Cc1cc(C)n(-c2ccc(C(=O)N3CCN(S(=O)(=O)c4ccc(Br)cc4Cl)CC3)cc2)n1,5.7
CCN1C(=O)[C@H]2[C@@H](c3ccc(OC)cc3)N[C@]3(CCCN(CC4CCCCC4)C3=O)[C@H]2C1=O,6.1
CCOc1ccccc1C=C1CCc2ccccc2C1=O,-10.5
CCC(C)C(CO)NCCCn1cnc2c(OCc3ccccc3)ncnc21 (stereo not drawn),-1.4
Cn1cnnc1SCC(=O)N1CCc2ccccc2C1,-7.0
C/C(=N/Nc1ccc(C(=O)c2c(C)cc3ccccn23)cc1[N+](=O)[O-])c1ccc(O)cc1,-33.9
CSc1ncccc1C(=O)OCC(=O)N1CCc2ccccc21,0.3
O=[N+]([O-])c1cc2ccccc2nc1-c1ccccc1,-6.0
Cc1cc(O)c(Sc2ccccc2)c(=O)o1,-4.0
CC1(C)CN(C2CCCCC2)C(=O)[C@H]1CC(=O)Nc1ccc(Br)cc1,-3.7
O=c1[nH]cc(S(=O)(=O)N2CCN(c3ccc(F)cc3)CC2)c(=O)[nH]1,2.6
CC1=C(C(=O)N(C)C)CC(CC(=O)NC2CCCCC2)C(=O)N1CCC1=CCCCC1 (stereo not drawn),2.7
O=S(=O)(NCCOc1ccccc1F)c1ccc(Cl)cc1F,1.4
O=C(CSc1cccc[n+]1[O-])NC1CCCCC1,12.4
Cc1cc(C)nc(NS(=O)(=O)c2ccc(NCN3C(=O)c4ccccc4C3=O)cc2)n1,-6.8
O=C(C[C@@H]1C[C@H]2c3cc(NC(=O)NC4CCCCC4)ccc3O[C@H]2[C@H](CO)O1)NC1CCCCC1,12.3
COc1ccc(CC(=O)Nc2ccc(F)c(S(=O)(=O)N3CCOCC3)c2)cc1,-8.1
COc1cccc(NC(=O)N(C)C[C@H]2OCc3cnnn3CCCC(=O)N([C@H](C)CO)C[C@@H]2C)c1,-8.8
Cc1ccc(Cc2c(-c3ccccc3)nc3ccc(Cl)cn23)cc1,-8.0
COc1ccc(CCNC(=O)COc2ccc3c(C)cc(=O)oc3c2)cc1,9.6
CCN(C(=O)CSc1nnc(-c2ccccc2OC)n1N)c1c(N)n(Cc2ccccc2)c(=O)[nH]c1=O,3.1
CNc1ccc(N=Nc2cccc3ncccc23)cc1,-18.4
Cc1ccc([C@H]2C[C@H](O)[C@@H](n3cc(C4CC4)nn3)CN2C(=O)c2cccs2)cc1,-15.9
CC(=O)c1c(O)cc2c3c1OC(C)(C)C1CCC(C)(CC31)O2 (stereo not drawn),-3.9
Cc1nnc(NC(=O)CSc2nnc(CNC(=O)c3ccccc3F)n2C(C)C)s1,-8.7
C/C(NCCc1ccccc1)=C1/CCOC1=O,4.9
O=C(CCC(=O)c1ccc(Cl)cc1)OCn1nnc2ccccc2c1=O,-1.4
COc1cc2[nH]c(O)c(C=O)c2cc1OC,-15.4
Cc1cc(C)cc(OCC(=O)OCc2cc([N+](=O)[O-])cc3c2OCOC3)c1,9.0
CN(C(=O)CNc1ccccc1Cl)C1CCS(=O)(=O)C1 (stereo not drawn),1.0
COCCN(C(=O)COC(=O)/C=C/c1cccc(C(F)(F)F)c1)c1c(N)n(CC(C)C)c(=O)[nH]c1=O,-14.7
C[C@H]1CN([C@@H](C)CO)C(=O)CCCn2nncc2CO[C@@H]1CN(C)S(=O)(=O)c1ccc2ccccc2c1,-11.3
CC1CC(C)(C)CC2(C1)NC(=O)N(CC(=O)N1CCN(S(=O)(=O)c3cccc(F)c3)CC1)C2=O (stereo not drawn),11.3
CCOc1ccc(S(=O)(=O)N2CCN(C(=O)c3cc4ccccc4o3)CC2)cc1,-3.1
CC(C)CCC1(CCO)C(=O)N=C(N)NC1=O (stereo not drawn),-14.8
Cc1cccc2c(C(=O)O)c3cccc(C)c3nc12,-2.2
CCOC(=O)C1=C(C)NC(C)=C(C(=O)OCC)C1c1cccc([N+](=O)[O-])c1,1.7
Nc1nc(SCc2ccccn2)c2ncn(C3OC(CO)C(O)C3O)c2n1 (stereo not drawn),-0.8
COc1ccc(Cl)cc1C(=O)NC1CC(C)(C)NC(C)(C)C1,-2.6
CCOC(=O)c1sc(NC(=O)CSc2nc(-c3ccco3)cc(C(F)(F)F)n2)c(C(=O)OCC)c1C,0.0
c1csc(-c2nn3c(C4CCCCC4)nnc3s2)c1,-10.2
CC1c2ccccc2N(S(=O)(=O)c2ccccc2)C1C (stereo not drawn),2.2
CC1CC(=O)Nc2ccccc2N1C(=O)CSc1nnnn1C (stereo not drawn),-14.3

# (list continues)
molecule,RXFP1 antag
CC1CCc2c(sc3ncnc(SCC(=O)N(C)C4CCS(=O)(=O)C4)c23)C1 (stereo not drawn),-14.3
CCN(CC(=O)Nc1c(F)cccc1F)C(=O)c1cccn1C,3.0
C[C@@H]1CN([C@H](C)CO)C(=O)c2c(c3ccccc3n2C)-c2ccccc2CO[C@@H]1CN(C)Cc1ccc(O)cc1,-11.2
C[C@@H]1CN([C@@H](C)CO)C(=O)c2cc(Br)cnc2O[C@H]1CN(C)C(=O)NC1CCCC1,6.8
CC(=O)c1ccc(-c2ccc(C(=O)Nc3nc(-c4ccccn4)cs3)o2)cc1,3.4
CCN(c1ccccc1)S(=O)(=O)c1cccc(C(=O)NCC(c2ccc(F)cc2)N2CCOCC2)c1 (stereo not drawn),-4.2
O=C(C1COc2ccccc2O1)N1CCN(c2ccc([N+](=O)[O-])cc2)CC1 (stereo not drawn),-23.6
C[C@H](CO)N1C[C@H](C)[C@@H](CN(C)S(=O)(=O)c2ccc(F)cc2)OCc2cn(nn2)CCCC1=O,3.1
CS(=O)(=O)c1ccc(Cl)c(NC(=O)CNC(=O)c2ccc3c(c2)OCO3)c1,1.9
CC(=O)Nc1ccc(-c2cc(C(=O)O)c3cc4ccccc4cc3n2)cc1,9.6
Cc1cn([C@H]2C[C@H](O)[C@@H](CNC(=O)CNC(=O)CN)O2)c(=O)[nH]c1=O,-2.0
CNc1nc(OCC(F)(F)F)nc(OCC(F)(F)F)n1,11.9
CC(NC(=O)C1CCCN1C(=O)c1cccs1)c1ccc(Cl)cc1Cl (stereo not drawn),-2.9
CCOc1ccc(NC(=O)c2cccc(S(=O)(=O)NCc3cccnc3)c2)cc1,7.1
O=C(CSc1cccc[n+]1[O-])Nc1ccccc1C(F)(F)F,6.8
Nc1ccc(Cl)cc1C(=O)c1ccc[nH]1,-1.5
COc1ccc(Cl)cc1NS(=O)(=O)c1cccc(C(=O)NC2CC2)c1,-1.5
Cc1ccc(-c2nc(C(=O)NC3CCCCCC3)no2)cc1,-61.5*
COC(=O)CC(C(=O)Nc1cc(C(=O)OC)cc(C(=O)OC)c1)N1CCN(C)CC1 (stereo not drawn),-10.3
O=C(NCCc1ccccc1)C1CCCN1S(=O)(=O)c1ccc(F)cc1 (stereo not drawn),-8.0
CCOc1ccc(C=NN2CCCCCC2)cc1OCC,-8.8
CCC(O)c1cnc(OCc2ccccc2)nc1OCc1ccccc1 (stereo not drawn),-1.3
Nc1c(Br)cc2c([nH]c(=O)c3ccccc32)c1Br,-6.1
C[C@H](CO)N1C[C@H](C)[C@@H](CN(C)C(=O)Nc2cc(F)ccc2F)Oc2ncc(-c3cccc(F)c3)cc2C1=O,5.4
CC(C)CCOC(=O)c1ccc(N(C)C)cc1,-20.5
C[C@@H]1Cn2cnc(C(=O)NCC(=O)OC(C)(C)C)c2C(=O)N1,2.9
O=C(CCNC(=O)c1ccc([N+](=O)[O-])cc1)NCc1cccs1,-8.7
Nc1cc(S(=O)(=O)N2CCOCC2)ccc1N1CCCCC1,?
COC(=O)C[C@H]1C[C@@H]2c3cc(NC(=O)CN(C)C)ccc3O[C@@H]2[C@H](CO)O1,-10.7
O=C(COn1nnc2ccc(S(=O)(=O)N3CCOCC3)cc21)NCc1cccc(Cl)c1,8.2

# The last 3 records of the part above come first, to join the parts.
molecule,RXFP1 antag
Nc1cc(S(=O)(=O)N2CCOCC2)ccc1N1CCCCC1,?
COC(=O)C[C@H]1C[C@@H]2c3cc(NC(=O)CN(C)C)ccc3O[C@@H]2[C@H](CO)O1,-10.7
O=C(COn1nnc2ccc(S(=O)(=O)N3CCOCC3)cc21)NCc1cccc(Cl)c1,8.2
Cc1ccc(Nc2nc(C)cc(C)c2C#N)c(C)c1,-3.0
C[C@H]1CN(c2ccccc2)C(=O)[C@@H]1CC(=O)Nc1ccccc1,4.5
NC(=O)c1ccsc1NC(=O)COC(=O)CNC(=O)c1ccc(Cl)cc1,-6.2
Cc1ccccc1Nc1nc(N)nc(COC(=O)[C@@H](NC(=O)c2ccco2)C(C)C)n1,-7.7
Cc1cc2nnc(SCC(=O)NCc3ccco3)n2c2ccccc12,-0.4
CC(=O)c1cccc(NC(=O)c2cc(=O)[nH]c3ccc(S(=O)(=O)N4CCOCC4)cc23)c1,-1.8
O=C(CCN1CCCO1)N1CCCC(Nc2cccc(F)c2)C1 (stereo not drawn),2.1
CC(=O)Nc1ccc(C(=O)NCCCSc2ccccc2)cc1,4.6
C[C@H]1CN([C@@H](C)CO)S(=O)(=O)c2ccc(Br)cc2O[C@H]1CN(C)Cc1ccccc1,-5.8
CC(=O)NCc1ccc(C(=O)COC(=O)COc2ccc(Cl)c(C)c2)s1,-9.3
O=[N+]([O-])c1cccc(S(=O)(=O)Nc2ccc(S(=O)(=O)Nc3nccs3)cc2)c1,-3.8
COCCN(C(=O)c1ccc2c(c1)S(=O)(=O)N=C1CCCCCN12)c1c(N)n(CC(C)C)c(=O)[nH]c1=O,-10.4
CC(=NN1CC(=O)NC1=O)c1ccc([N+](=O)[O-])o1,-3.4
CCOC(=O)/C(=C\c1ccccc1)C(=O)CCN1CCOCC1,-1.8
O=C(Cn1nnc(-c2ccc(F)cc2)n1)NC(=O)NC1CCCCC1,0.2
Oc1c(C(c2ccccc2)N2CCOCC2)ccc2ccccc12 (stereo not drawn),-7.3
OC(Cc1ccnc2ccccc12)C(Cl)(Cl)Cl (stereo not drawn),-4.0
COc1ccc(-c2nnc(SCC(=O)N3CCCC3)o2)cc1OC,9.2
O=C1C=CC(=Nc2cccc3c2C(=O)c2ccccc2-3)O1,-9.6
COc1ccc(/C=C/C(=O)OCC(=O)Nc2nnc(-c3ccccc3)o2)c(OC)c1,4.8
CC1CCN(C(=O)CCC(=O)Nc2ccc([N+](=O)[O-])cc2)CC1,2.7
CCCCC(CC)CN1CN(CC(CC)CCCC)CC(C)(N)C1 (stereo not drawn),10.4
CN(C)CC1C2CCC(C2)C1O (stereo not drawn),-12.8
COc1ccc(S(=O)(=O)N(C)CC(=O)NCCCN2CCOCC2)cc1C,-2.3
CCC(Sc1nc2ccsc2c(=O)n1Cc1ccc(C(=O)O)cc1)C(=O)Nc1cc(Cl)ccc1C (stereo not drawn),-6.0
COc1ccc(NC(=O)COC(=O)Cc2c[nH]c3ccccc23)cc1Cl,-11.6
O=C(O)C(Cc1ccc(O)c([N+](=O)[O-])c1)N1C(=O)c2ccccc2C1=O (stereo not drawn),10.1
CCN(CC)C(=O)Cn1cc([N+](=O)[O-])cc1[N+](=O)[O-],-15.4
COc1ccccc1CNC(=O)CN1C(=O)NC2(CCCCCCC2)C1=O,-4.6
CNc1cccnc1C=NNC(N)=S,1.2
COc1ccc(NC(C)=O)cc1S(=O)(=O)NC(Cc1ccccc1)C(=O)NC(C)c1ccccn1 (stereo not drawn),2.5
CN(C)Cc1ccccc1CNC(=O)c1ccc(Cl)c(S(=O)(=O)NC2CC2)c1,-3.5
CC1C(c2ccc3c(c2)OCO3)c2cc3c(cc2OC1N1CCOCC1)OCO3 (stereo not drawn),-72.9*
O=C(Cn1nc(C(=O)O)c2ccccc2c1=O)Nc1cc(S(=O)(=O)N2CCCCC2)ccc1Cl,2.3
Nc1ncnc(N2CCOCC2)n1,2.5
Cc1ccc(S(=O)(=O)Nc2c(O)ccc3ccccc23)cc1,-21.4
CC(=O)OCC1OC(n2c3c(cc(C#N)c2=S)CCCC3)C(OC(C)=O)C(OC(C)=O)C1OC(C)=O (stereo not drawn),1.2

# These rows are one share of the data (hit frequency here may not be typical).
